TTR transcr act – increases transthyretin transcription. AID 1117267. SH-SY5Y TTR promoter Gaussia luciferase, luminescence; 100% = recombinant luciferase protein wells. activation, % at 16.7 µM. 92,000 tested, 1.3% active;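 active = activation above the mean of all tested compounds plus 3 SD, cut at about 9.5% in these data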;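 note: cells exposed to compounds for one day before reading; 0% = median of all test compound wells on the plate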
Numbers without * were called inactive. Some of the compounds tested; count on the stated rates, not on these rows.

| compound | TTR transcr act |
| --- | --- |
| Cc1ccc(-c2nnn(CC(=O)N3C(C)CCCC3C)n2)cc1 (configuration not stated) | 1.5 |
| Cc1ccc(NC2=NC(c3ccccc3)n3c(nc(C)cc3=O)N2)c(C)c1 (configuration not stated) | 3.3 |
| CCOC(=O)N1CCN(C(=O)CCc2c(C)nc3nc(C)nn3c2C)CC1 | 1.3 |
| CCN=C1S/C(=C\c2ccc(N3CCOCC3)cc2C)C(=O)N1CC | -1.1 |
| CCOc1ccc(CN2CCN(S(=O)(=O)c3ccc(NC(C)=O)cc3)CC2)cc1OC | -0.2 |
| Cc1c(NC(=O)c2ccc(F)cc2)c(=O)n(-c2ccccc2)n1C | 1.2 |
| O=S(=O)(NCc1ccc2c(c1)OCO2)c1cccc2cccnc12 | 1.7 |
| Cc1cccc(NC(=S)NCCC(c2ccccc2)c2ccccc2)c1 | -2.4 |
| Cc1c(Cl)c([N+](=O)[O-])nn1Cc1ccc(C(=O)NN)o1 | 0.6 |
| CC(C)(C)NC(=O)c1cccc(NC(=O)c2ccc3c(c2)C(=O)N(C(C)(C)C)C3=O)c1 | -2.6 |
| C=CCN1C(=O)[C@H](CC(=O)N2CCCC2)[C@@]2(C(=O)OCC)CCCC=C12 | 1.8 |
| O=C(COC(=O)CNS(=O)(=O)c1ccc(F)c(F)c1F)NCCc1ccccc1 | -0.7 |
| CN(C)C=NC(=O)/C(C#N)=C/c1ccccc1 | 2.9 |
| CO/N=C/c1cccn1-c1nccc(OC)c1C#N | 5.3 |
| CS(=O)(=O)N(CC(=O)NC1CCCCC1)c1cccc(Cl)c1 | -1.4 |
| O=C(CN1C(=O)c2ccccc2C1=O)Nc1cccc2cccnc12 | 0.2 |
| Cc1ccc(C(=O)N/C(=C\c2ccc(-c3cc(Cl)ccc3Cl)o2)C(=O)NCc2cccnc2)cc1 | -3.9 |
| Nc1c(Cl)cc(-c2cn(CCC(=O)O)c(-c3ccc(Cl)nc3)n2)cc1Cl | -2.6 |
| O=C(COc1cccc2c1CCN(Cc1ccccc1)C2=O)NCc1ccco1 | 0.4 |
| COc1cccc(-c2nc(C=O)cs2)c1 | -1.1 |
| Cc1ccc(NC(=O)CC2C(=O)OCC3CCCCN32)cc1Cl (configuration not stated) | 4.0 |
| O=C(Nc1ccc2c(c1)OCO2)C1CCCCN1S(=O)(=O)c1ccccc1 (configuration not stated) | -0.8 |
| COc1nc2ccccc2c(=O)n1OCC(C)C | -0.3 |
| COc1ccc(C(=O)NC(=S)NNC(=O)c2c(-c3ccccc3)noc2C)cc1OC | 2.5 |
| Cc1ccc(C(=O)NC(=S)Nc2ccc(NC(=O)c3cccc(Cl)c3)cc2)cc1 | 1.8 |
| Cc1noc(C)c1C(=O)Nc1ccc(C#N)cc1 | -2.0 |
| C=CCOC(=O)C1C(=O)CC(C)(O)C(C(=O)OCC=C)C1c1ccc(N(C)C)cc1 (configuration not stated) | 25* |
| COc1ccccc1/C=C/C(=O)c1ccccc1 | 0.8 |
| O=C(O)CCC(=O)NCc1ccc(C(=O)O)cc1 | 0.8 |
| COc1ccc(CCNc2nc(-c3ccco3)cc(C(F)(F)F)n2)cc1OC | -1.5 |
| OCC(CO)(CO)N=Cc1c(O)ccc2ccccc12 | 0.1 |
| COc1ccc(OCCSc2nc(N)cc(=O)[nH]2)cc1 | -2.1 |
| CSc1nc(Cl)c(Br)c(Nc2c[nH]c(=O)[nH]c2=O)n1 | 3.8 |
| COCC(C)NC(=O)/C=C/c1ccc(OC)cc1 (configuration not stated) | -2.0 |
| CS/C(=C/[N+](=O)[O-])Nc1cccc2c1C(C)CC2(C)C (configuration not stated) | -1.2 |
| COCCNC(=O)C1(C)CCCN(CC(=O)c2ccc(OC)cc2)C1 (configuration not stated) | 0.2 |
| Nc1nnnn1-c1cccc([N+](=O)[O-])c1 | 0.7 |
| CCCS(=O)(=O)NC(=O)C1(C)CCN(C(=O)Cc2ccc3ccccc3c2)C1 (configuration not stated) | 0.8 |
| COc1ccc(/C=N\NC(=O)c2cc(O)c(O)c(O)c2)cc1COc1ccc(C(=O)OCC(C)C)cc1 | -0.2 |
| O=C(NNc1nc2ccccc2o1)c1ccccc1 | -1.1 |
| COc1cccc(NC(=O)Nc2cc(C)on2)c1 | -1.5 |
| CSc1nc(O)c(Nc2ccccc2)c(=O)[nH]1 | -0.4 |
| CC1CC(C)CN(C(CCc2ccccc2)C(=O)NC2CCCCC2)C1 (configuration not stated) | 2.3 |
| Cc1nn(-c2ccccc2)c2c1C(c1ccccc1)C(C#N)=C(N)O2 (configuration not stated) | 2.3 |
| CC(=O)Nc1ccc(NS(=O)(=O)c2ccc(-c3csc(C)n3)s2)cc1 | -0.3 |
| CCc1cc(=O)oc2cc(OCC(=O)NCCCn3ccnc3)c(Cl)cc12 | -0.7 |
| Nc1nc2ccc(Cl)cc2cc1C(=O)NC1CC1 | 1.5 |
| COC(=O)C1=CN(c2ccc(F)cc2)C=C(C(=O)OC)C1c1cccc(Br)c1 | 5.8 |
| Cc1ccc(C(=O)Nc2nc3ccccc3s2)s1 | -2.0 |
| COc1ccc(-c2ccccc2C2=CC(=O)CC(C)(C)C2=O)cc1 | -0.7 |
| Cc1ccccc1-c1cn(-c2ccccc2)c(=S)[nH]1 | 6.4 |
| Cc1ccc(NC(=O)c2ccc3c(c2)N(CC(=O)NC(C)C)C(=O)C(C)(C)O3)cc1 | -1.1 |
| O=[N+]([O-])c1cc(C(F)(F)F)cc([N+](=O)[O-])c1Sc1n[nH]c(C(F)(F)F)n1 | -0.4 |
| O=C(COC(=O)c1cc(Cl)ccc1Cl)NCCN1C(=O)CSC1=O | -0.1 |
| CCOC(=O)/C(C#N)=C\c1ccco1 | -0.1 |
| CCOC(=O)c1sc(C)c2c(=O)n(CC(=O)c3ccc(Br)cc3)nnc12 | 5.2 |
| CC(=O)c1sc2c(c1OC(=O)c1ccccc1)c(=O)n(-c1ccccc1)c(=S)n2-c1ccccc1 | 1.6 |
| O=C1C2C3C=CC(C3)C2C(=O)N1c1nccs1 (configuration not stated) | 15* |
| COc1ccc(C(=O)OCC(=O)Nc2cccc(S(=O)(=O)NC3=NCCCCC3)c2)cc1[N+](=O)[O-] | 0.0 |
| N=c1oc2ccccc2cc1C(=O)Nc1ccc(F)cc1 | 0.1 |

Additional compounds follow:
compound | TTR transcr act
CN(Cc1ccccc1)C(c1cc2ccccc2o1)c1nnnn1C(C)(C)C (configuration not stated) | -1.7
Cc1ccc(S(=O)(=O)NCCCNS(=O)(=O)c2ccccc2)cc1 | 1.0
COc1ccc(N2CCN(C(CNS(=O)(=O)c3ccccc3)c3ccccc3)CC2)cc1 (configuration not stated) | -2.3
O=C(Nc1ccc(F)cc1)OCc1cn(Cc2ccc(Cl)cc2)nn1 | 1.1
O=C1CC(c2cccc(F)c2)c2c(c3ccccc3[nH]c2=O)O1 (configuration not stated) | 1.5
COc1cccc(CNS(=O)(=O)c2c(C)nc3scc(C)n3c2=O)c1 | -1.5
O=c1c([N+](=O)[O-])c(N2CCCCCC2)c2ccccc2n1-c1ccccc1 | 5.4
O=C(O)c1cc(NC(=O)c2ccc(Br)cc2)cc(NC(=O)c2ccc(Br)cc2)c1 | -2.0
COc1ccccc1N1CCN(C(C)C(=O)Nc2ccc(S(=O)(=O)N3CCOCC3)cc2)CC1 (configuration not stated) | -2.0
N#C/C(=C\c1ccccc1[N+](=O)[O-])C(=O)Nc1ccc(S(N)(=O)=O)cc1 | 0.3
Cc1cc(C)n2nc(SCC(=O)c3ccc[nH]3)nc2n1 | -0.7
Cc1cccc(C(=O)Oc2ccc(/C=N/O)cc2)c1 | -2.2
CCC(Oc1ccccc1OC)C(=O)Nc1ccc2c(c1)OCO2 (configuration not stated) | -1.3
Cc1cccc(Cn2cc(/C=C/[N+](=O)[O-])c3ccccc32)c1 | -0.5
Cc1cc(=O)oc2cc(NC(=O)C(CCCN=C(N)N)NC(=O)OCc3ccccc3)ccc12 (configuration not stated) | 0.2
O=C(NCc1ccccc1)C(c1ccc(Cl)cc1)N(C(=O)c1csnn1)C1CC1 (configuration not stated) | -0.1
CCCCc1nc2ccccc2n1Cc1nnc2n1-c1ccccc1SC2 | -2.9
COC(C(=O)Nc1ccnn1C1CCN(Cc2ccccn2)CC1)c1ccccc1 (configuration not stated) | 1.4
CC(=O)N/C(=N\c1nc(C)cc(C)n1)Nc1ccc2ccccc2c1 | -0.1
CCSc1nc2ccccc2n1Cc1cccc([N+](=O)[O-])c1 | -0.6
CC(C)OC(=O)c1c(NC(=O)c2cccs2)sc2c1CCCC2 | -0.9
C/C(=N\Nc1ccc([N+](=O)[O-])cc1)c1ccc(-n2nncc2C(C)(C)C)cc1 | -1.1
C=CCN1C(=NC(=O)CCCC(=O)O)SC2CS(=O)(=O)CC21 (configuration not stated) | 2.2
O=C1CC(c2ccc(F)cc2)c2cc3c(cc2N1)CCC3 (configuration not stated) | -3.1
COc1ccc(CNC(=O)CSc2nc3ccc(OC)cc3[nH]2)cc1 | 1.0
O=C(NC(=S)Nc1ccc(CN2CCOCC2)cc1)c1ccc(-c2cccc(Cl)c2)o1 | -4.3
O=C(Cc1ccccc1)NC1CCN(C(=O)NCc2ccccc2)CC1 | 1.4
CC1=NN(Cc2ccccc2)C(=O)/C1=C/c1ccc(N(C)C)cc1 | 0.5
O=C(NC1CCCC1)C(c1ccccn1)N(Cc1ccc(F)cc1)C(=O)c1csnn1 (configuration not stated) | -0.1
O=C(Nc1ccc2c(c1)ncn2-c1ccccc1)c1ccco1 | -0.7
CC(C)S(=O)(=O)c1csc(NC(=O)Nc2ccc(Cl)cc2)c1Cl | -3.8
Cc1c(C(=S)NC(=O)C2CC2)c(=O)n(-c2ccccc2)n1C | -0.1
CC1CCCC(C(=O)O)N1C(=O)CCSC(=O)c1ccccc1 (configuration not stated) | 0.2
CC(NC(=O)C12CC3CC(CC(C3)C1)C2)C(=O)N/N=C/C1=C(N2CCOCC2)C(=C\c2cccc([N+](=O)[O-])c2)/CC1 (configuration not stated) | 0.6
CCc1cc2c(N=Nc3c(O)[nH]c4ccccc34)ncnc2s1 | 0.5
Cc1ccc(C(=O)n2c(-c3ccccc3)cnc2SCC(=O)Nc2ccccc2)cc1 | 8.2
Cc1oc(S(=O)(=O)N2CCCC2)cc1C(=O)Nc1ccccc1 | -1.6
CN(C)C(=O)CCc1ccc2c3c([nH]c2c1)[C@]1(CCC2CCCC2)[C@@H](C(=O)N2CCOCC2)C[C@H](CC(=O)NCCCn2ccnc2)C(=O)N1CC3 | 0.9
c1ccc2c(c1)nc(N1CCCCCC1)c1ccccc12 | -0.2
Cc1ccc(C(=O)C2CCNCC2)cc1 | 1.6
Cc1cccc(Nc2nc(-c3ccc(F)c(C)c3)cs2)n1 | -2.2
CC(=O)c1cccc(NC(=O)C2Cc3c(-c4ccccc4)ccnc3O2)c1 (configuration not stated) | -0.8
O=C(c1ccccc1)C(C(=O)N1CCCCC1)n1ccccc1=O (configuration not stated) | 2.8
COC(=O)[C@]12C[C@H](CC(=O)N3CCOCC3)C(=O)N(Cc3ccc(Cl)cc3Cl)C1=C[C@H](C(C)(C)C)O[C@@H]2C | -0.6
COc1ccc(S(=O)(=O)N(C)C[C@H]2Oc3c(NS(=O)(=O)c4cn(C)cn4)cccc3C(=O)N([C@H](C)CO)C[C@@H]2C)cc1 | 8.1
Cc1ccc(C(C)C)c(OCCCCCN2CCOCC2)c1 | 1.4
Cc1ccccc1NC(=O)CSc1nc2c(c(=O)n(C)c(=O)n2C)n1C | 1.4
Oc1ccccc1C(Nc1nccs1)c1ccc2cccnc2c1O (configuration not stated) | 1.7

Individual results from above.
CC(C)OC(=O)c1c(NC(=O)c2cccs2)sc2c1CCCC2 in TTR transcr act reads -0.9
Cc1ccc(S(=O)(=O)NCCCNS(=O)(=O)c2ccccc2)cc1 in TTR transcr act reads 1.0

By substructure, the compounds so far containing a cyano group
compound | TTR transcr act
CN(C)C=NC(=O)/C(C#N)=C/c1ccccc1 | 2.9
CO/N=C/c1cccn1-c1nccc(OC)c1C#N | 5.3
Cc1noc(C)c1C(=O)Nc1ccc(C#N)cc1 | -2.0
Cc1nn(-c2ccccc2)c2c1C(c1ccccc1)C(C#N)=C(N)O2 (configuration not stated) | 2.3
CCOC(=O)/C(C#N)=C\c1ccco1 | -0.1
N#C/C(=C\c1ccccc1[N+](=O)[O-])C(=O)Nc1ccc(S(N)(=O)=O)cc1 | 0.3

New compounds follow.
compound | TTR transcr act
O=C(NCCC1=CCCCC1)c1cc(COc2c(F)cccc2F)on1 | -0.3
CCOc1ccc(N2C(=O)CC(N3CCN(c4ccc(Cl)cc4)CC3)C2=O)cc1 (configuration not stated) | 1.6
CCCCOc1ccc(SCCCN2CCOCC2)cc1 | -1.2
Cc1[nH]ccc(=O)c1Oc1ncc(C(F)(F)F)cc1Cl | -0.6
Cc1c(C(=O)N(Cc2ccc(F)cc2)C2CCS(=O)(=O)C2)oc2ccccc12 (configuration not stated) | -1.7
CCc1nc2ccc(C(=O)N(C)CCCN(C)C)cn2c1N(C)Cc1cc2ccccc2s1 | -1.2
CNc1cncc(-c2cccc(NS(C)(=O)=O)c2)n1 | -2.4
Cc1ccc(C)c(Cn2cnc3c(cnn3C(C)(C)C)c2=O)c1 | -5.7

Entries shown so far that have a CF3 group, in the order listed:
compound | TTR transcr act
COc1ccc(CCNc2nc(-c3ccco3)cc(C(F)(F)F)n2)cc1OC | -1.5
O=[N+]([O-])c1cc(C(F)(F)F)cc([N+](=O)[O-])c1Sc1n[nH]c(C(F)(F)F)n1 | -0.4
Cc1[nH]ccc(=O)c1Oc1ncc(C(F)(F)F)cc1Cl | -0.6

The listing continues:
compound | TTR transcr act
COc1ccc(C(=O)Nc2cccc(-c3ccc4nncn4n3)c2)cc1OC | 0.2
CCCc1cc(=O)[nH]c(SCC(=O)NC2CC2)n1 | 1.5
Cc1ccc(O)c(C(=O)c2cnn(-c3ccc(S(=O)(=O)N4CCOCC4)cc3[N+](=O)[O-])c2)c1 | 0.5
CCOC(=O)C1(Cc2ccc(OC)cc2)CCN(C(=O)c2sc(C)nc2C)CC1 | -0.2
CCCc1cc(=O)n2[nH]c(SCc3ccccc3)nc2n1 | 0.6
O=C(NCc1n[nH]c(=S)n1-c1ccccc1Cl)c1ccc(S(=O)(=O)N2CCCCC2)cc1 | -0.4
O=Nc1c2cc3ccccc3[nH]c-2c2ccccc12 | -1.9
Cc1nc2cc(-c3cccc(F)c3)nn2c(C)c1CCC(=O)N1CCN(c2ccccn2)CC1 | 0.8
COC(=O)/C=C/c1ccc2c(c1)OCO2 | 0.2
Cc1cc2oc(=O)cc(CN(C)Cc3ccccc3F)c2cc1Cl | 1.4
NC(=O)c1ccnc2c(O)cccc12 | 1.5
